High-throughput results (PubChem)
PMI inhibition: MPI inhibition at elevated mannose 6-phosphate – biochemical, fluorescence intensity, high mannose 6-phosphate, primary screen (AID 1220). 190,000 compounds, 0.66% hits. recombinant PMI enzyme, coupled fluorescence intensity; higher % means a stronger effect. inhibition, % at 20 µM; hits with a dose series show IC50 in µM
ER stress rescue: rescue of cells from ER stress-induced death, primary screen, 384-well, CSM14.1, thapsigargin, ATP luminescence (AID 1222) | cellular ATP content (survival), % at 20 µM, or EC50 in µM where a hit was titrated | 190,000 tested, under 10 active | CSM14.1 thapsigargin-induced death rescue, ATP luminescence; higher % means a stronger effect;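 active = EC50 below 50 µM in the dose-response confirmation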;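 also: death triggered by thapsigargin at about 15 µM added after 2 h compound pretreatment; cell ATP read after overnight thapsigargin exposure of roughly 18 to 22 hours; normalized against plate controls of thapsigargin alone and 5% DMSO vehicle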
TNAP activation fold: human TNAP enzyme activators, primary screen, biochemical, luminescent, no phosphate acceptor, uHTS (AID 1001). activation fold at 20 µM; hits with a dose series show EC50 in µM. purified TNAP, luminescent activation assay, no phosphate acceptor; higher activation fold means a stronger effect. 200,000 compounds, 0.03% hits; in the data active = activation fold from about 3, or a potency from the dose series; inactive = the rest, 99 in 100 with activation fold below about 1.6; also: many of its hits are not listed in these tables
UTI89 phage lysis: protection from phage-mediated lysis, alamar blue read-out – E. coli UTI89, K1F phage, bacterial capsule biogenesis inhibitors (AID 488966); one-dose inhibition, % at 100 µM; IC50 in µM for titrated hits; E. coli UTI89 K1F phage lysis, alamar blue, 2 h; higher % means a stronger effect; 340,000 compounds, 0.02% hits;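 active = phage lysis inhibition, versus mean bacterial control, above a set limit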;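 also: capsule biogenesis inhibitors block K1F phage lysis so surviving cells raise fluorescence; higher fluorescence means more inhibition of phage lysis; actives were called in the ten point dose series up to 300 µM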
human PMI inhibition: MPI enzyme activity inhibition – biochemical, fluorescence intensity, coupled assay, primary screen (AID 1209) | purified PMI enzyme, coupled fluorescence intensity; higher % means a stronger effect | one-dose inhibition, % at 20 µM; IC50 in µM for titrated hits | 190,000 compounds, 0.42% hits;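 also: plate controls were DMSO vehicle for no effect and wells lacking substrate for full effect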
Myeloid diff 2: myeloid differentiation induction; ER-HoxA9 myeloid progenitors, lysozyme-GFP differentiation, flow cytometry; calls only at 10 µM; 360,000 compounds, 1% hits; AID 624256;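 active = normalized GFP-positive differentiation at or above the plate's own cutoff, the solvent-only control mean plus 3 SD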;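 also: cells exposed to compound for four days before flow analysis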
M1AAP inhibition: malaria alanyl aminopeptidase activity blockers – biochemical, fluorogenic H-Leu-NHMec substrate, 1536-well (AID 1445) | recombinant M1AAP, H-Leu-NHMec fluorogenic kinetic assay; higher % means a stronger effect | inhibition, % at 30 µM, or IC50 in µM where a hit was titrated | 220,000 compounds, 0.42% hits;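 active = primary inhibition above the hit cutoff, then over 50% inhibition at one or more dose response concentrations, cut at about 23% in these data, passing the limit was not always enough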;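 also: plate controls were DMSO full reaction for no effect and no enzyme background for full effect; strong numbers were not always called active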
WT yeast gro inh: growth inhibition of WT yeast, mitochondrial fusion screen. mitochondrial fusion phenotypic screen, WT strain. inhibition, % at 10 µM. 190,000 compounds, 2.1% hits. AID 1362; in the data active = inhibition above about 58%; tested in S. cerevisiae
Hep lipid drop: hepatic lipid droplet formation modulation; AML12 mouse hepatocytes, oleate lipid droplets, BODIPY imaging; inhibition, % at 6.5 µM; 240,000 compounds, 0.4% hits;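 active = lipid droplet intensity inhibited by at least 50%, with more than 500 cells counted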
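System: AML12 hepatocytes (mouse). Probe or stimulus: oleic acid at 100 µM to induce lipid droplet formation. Times: overnight treatment with compound plus oleate. Detection: Image-based BODIPY and DAPI two-channel analysis. Evaluation: percent inhibition of filter-corrected integrated lipid droplet intensity per well.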
WT yeast gro inh mutant strain: also measured in WT yeast gro inh; calls as there; inhibition, %; mitochondrial fusion phenotypic screen, mutant strain inhibition
Hep lipid drop cells 6.5 µM: further read-out of Hep lipid drop, marked with its call; cell count; measured here: cell count, cytotoxicity flag;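 cells counted across two imaged fields per well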
Myeloid diff 2 GFP+ MAC1+ %: second read-out of Myeloid diff 2, no call of its own (marks repeat the call); GFP+ MAC1+ double positive, %; measured here: differentiation confirmed by MAC1 staining
The depositor's hits bear a star; i = inactive; . = not tested or not shown; + = active, no number; [ ] = remark or other dose. Rule as the data show it, unless noted: active = inhibition above about 50%; inactive = the rest.

Second line of a record: PMI inhibition	ER stress rescue	TNAP activation fold	UTI89 phage lysis	human PMI inhibition	Myeloid diff 2	Myeloid diff 2 GFP+ MAC1+ %	M1AAP inhibition	WT yeast gro inh	WT yeast gro inh mutant strain	Hep lipid drop	Hep lipid drop cells 6.5 µM
1. CCOC(=O)Cn1nnnc1CN1CCN(c2ccc(OC)cc2)CC1
  25%	-0.5%	1.1	-2.0%	14%	i	0.3	4%	-3	16	3	720
2. O=C(NCc1ccccn1)C(=O)Nc1ccccc1
  .	-0.3%	1.1	0.2%	.	i	1.0	2%	-1	12	0	675
3. CCCC(C(=O)NCc1ccccc1)N(C(=O)Cn1nnc(-c2cccs2)n1)c1ccc2c(c1)OCCO2 (stereo unspecified)
  1%	0.4%	1.1	0.2%	-2%	i	3.4	6%	-1	-1	-10	739
4. COc1ccc(C(=O)CSc2ccc3nnc(-c4cccnc4)n3n2)cc1
  6%	0.9%	1.1	0.2%	-2%	i	0.4	3%	-21	-13	-13	729
5. C1CCN(Cc2nnnn2CC2CCCO2)CC1 (stereo unspecified)
  0%	2.1%	1	-2.2%	-5%	i	0.0	2%	-6	0	-1	670
6. O=C1CCCc2c1[nH]c1ccc(CN3CCCCC3)cc21
  5%	1.9%	1.1	4.5%	-4%	i	1.5	-4%	4	7	.	.
7. CCN(c1ccc2c(c1)OCO2)S(=O)(=O)c1cc(Br)cc2c1N(C(C)=O)CC2
  23%	0.5%	1	0.1%	11%	i	5.4	-1%	10	3	.	.
8. CC(C)N1CCN(Cc2ccc(C#CC(C)(C)O)cc2)CC1CCO (stereo unspecified)
  .	-0.8%	1.1	0.3%	.	i	0.1	4%	-14	-4	-37	375
9. COc1cc(C)c(C)cc1S(=O)(=O)N1CCN(Cc2ccc3c(c2)OCO3)CC1
  20%	-2.9%	1.1	0.1%	21%	i	0.3	-1%	16	20	0	796
10. Cc1cc(C)c2sc(N(CCN(C)C)C(=O)c3cc(Cl)sc3Cl)nc2c1
  -4%	1.5%	1.1	1.5%[50 µM]	-3%	i	0.0	3%	18	17	19	697
11. CC(C)c1ccc(Nc2nc(NCc3ccco3)nc(N3CCOCC3)n2)cc1
  15%	-2.2%	1	-0.1%	16%	i	0.0	-1%	58*	27*	.	.
12. c1ccc(Cn2nnc3c(N4CCCCCC4)ncnc32)cc1
  12%	.	1	-1.6%	12%	i	2.2	14%	17	11	-1	635
13. CCCCNC(=O)c1ccc(NC(C)=O)c(Cl)c1
  -1%	0.7%	1.1	0.7%	-2%	i	0.3	-1%	-1	9	13	711
14. Cc1cc(NC(=O)c2cnn3cccnc23)no1
  2%	.	1	0.1%	4%	i	3.0	-7%	11	10	17	750
15. O=C(/C=C/c1ccc2c(c1)OCO2)NCCSCc1c(Cl)cccc1Cl
  -12%	-2.8%	1	-1.0%[50 µM]	2%	i	0.3	-3%	16	1	-9	518

More compounds follow.
Second line of a record: PMI inhibition	ER stress rescue	TNAP activation fold	UTI89 phage lysis	human PMI inhibition	Myeloid diff 2	Myeloid diff 2 GFP+ MAC1+ %	M1AAP inhibition	WT yeast gro inh	WT yeast gro inh mutant strain	Hep lipid drop	Hep lipid drop cells 6.5 µM
16. CCOc1cc(/C=N/NC(=O)c2c(-c3ccccc3)noc2C)ccc1O
  5%	-12%	1.1	0.2%	3%	i	0.2	-1%	6	-1	6	657
17. Cn1nc([N+](=O)[O-])nc1Oc1ccccc1
  4%	-2.3%	1.1	2.7%	8%	i	8.4	-3%	-6	-12	1	734
18. Cc1cccc(OCCC(=O)NCC(=O)Nc2c(C)cccc2C)c1
  12%	-1.3%	1	5.0%	20%	i	0.2	-1%	1	4	-19	543
19. Cc1cccc(C(C)C)c1NC(=O)c1ccc(CN(c2ccccc2)S(=O)(=O)c2ccccc2)cc1
  -3%	0.2%	1.2	3.7%	4%	i	1.3	0%	1	-7	25	690
20. Cc1ccsc1/C=N/Nc1nc(Cl)c(Cl)cc1Cl
  9%	-1.0%	1	-0.3%	2%	i	0.3	-5%	6	2	.	.
21. COc1ccccc1N1CCN(C(c2ccccc2Cl)c2nnnn2C(C)(C)C)CC1 (stereo unspecified)
  4%	1.4%	1.1	0.5%	13%	i	1.6	12%	18	31	2	722
22. O=c1[nH]c2ccccc2nc1-c1cccs1
  11%	-2.2%	1	2.3%	14%	i	0.7	5%	-4	0	.	.
23. Cc1onc(-c2ccccc2)c1C(=O)NC(=S)NNC(=O)c1ccc(O)cc1O
  -16%	-2.7%	1.9	0.3%[50 µM]	-2%	.	.	-4%	28	25	2	658
24. O=C(Nn1c(-c2ccc(Cl)cc2)nc2ccccc2c1=O)c1cccnc1Cl
  9%	-0.7%	1.1	0.1%	15%	+	2.1*	4%	8	5	-5	649
25. O=C(NC1=NCCS1)c1ccc([N+](=O)[O-])cc1Cl
  3%	4.6%	1.1	0.2%	-1%	i	0.0	6%	-11	-24	3	675
26. COc1ccc2nc(SCC(=O)Nc3ccc4c(c3)CCC4)[nH]c2c1
  18%	-2.0%	1.1	-0.3%	19%	i	0.4	2%	7	2	-14	784
27. Cc1cc2nc(SCC(=O)Nc3ccccc3C(=O)O)[nH]c2cc1C
  7%	-1.0%	1.1	0.2%	3%	i	1.0	1%	9	11	-6	687
28. CC(C)N(C(=O)CN1C(=O)C(=O)c2ccccc21)c1ccccc1
  .	-1.4%	1	0.7%	.	i	0.3	2%	2	-12	7	674
29. CN(C(=O)COC(=O)C1CCN(S(=O)(=O)c2cccs2)CC1)C1CCS(=O)(=O)C1 (stereo unspecified)
  12%	0.5%	1.1	0.4%	16%	i	2.1	-1%	4	12	8	684
30. O=C(Cc1csc(Nc2nc(=S)[nH]c3ccccc23)n1)NCCCN1CCN(c2cccc(Cl)c2)CC1
  -14%	-3.5%	1.7	-0.2%	-11%	i	1.0	5%	12	-1	-8	695

In the list so far, these contain two or more sulfur atoms.
Second line of a record: PMI inhibition	ER stress rescue	TNAP activation fold	UTI89 phage lysis	human PMI inhibition	Myeloid diff 2	Myeloid diff 2 GFP+ MAC1+ %	M1AAP inhibition	WT yeast gro inh	WT yeast gro inh mutant strain	Hep lipid drop	Hep lipid drop cells 6.5 µM
10. Cc1cc(C)c2sc(N(CCN(C)C)C(=O)c3cc(Cl)sc3Cl)nc2c1
  -4%	1.5%	1.1	1.5%[50 µM]	-3%	i	0.0	3%	18	17	19	697
29. CN(C(=O)COC(=O)C1CCN(S(=O)(=O)c2cccs2)CC1)C1CCS(=O)(=O)C1 (stereo unspecified)
  12%	0.5%	1.1	0.4%	16%	i	2.1	-1%	4	12	8	684
30. O=C(Cc1csc(Nc2nc(=S)[nH]c3ccccc23)n1)NCCCN1CCN(c2cccc(Cl)c2)CC1
  -14%	-3.5%	1.7	-0.2%	-11%	i	1.0	5%	12	-1	-8	695

Structures listed so far containing a nitro group on carbon (two):
Second line of a record: PMI inhibition	ER stress rescue	TNAP activation fold	UTI89 phage lysis	human PMI inhibition	Myeloid diff 2	Myeloid diff 2 GFP+ MAC1+ %	M1AAP inhibition	WT yeast gro inh	WT yeast gro inh mutant strain	Hep lipid drop	Hep lipid drop cells 6.5 µM
17. Cn1nc([N+](=O)[O-])nc1Oc1ccccc1
  4%	-2.3%	1.1	2.7%	8%	i	8.4	-3%	-6	-12	1	734
25. O=C(NC1=NCCS1)c1ccc([N+](=O)[O-])cc1Cl
  3%	4.6%	1.1	0.2%	-1%	i	0.0	6%	-11	-24	3	675

Next entries follow.
Second line of a record: PMI inhibition	ER stress rescue	TNAP activation fold	UTI89 phage lysis	human PMI inhibition	Myeloid diff 2	Myeloid diff 2 GFP+ MAC1+ %	M1AAP inhibition	WT yeast gro inh	WT yeast gro inh mutant strain	Hep lipid drop	Hep lipid drop cells 6.5 µM
31. O=C(Nc1cc(Oc2ccc(Cl)cc2)cc([N+](=O)[O-])c1)c1ccco1
  0%	-0.4%	1.1	9.8%	12%	i	0.8	2%	79	82	-20	649
32. CS(=O)(=O)N(CCc1ccccc1)CC(=O)NCc1ccc2c(c1)OCO2
  3%	-0.5%	1	0.0%	7%	i	0.7	2%	9	-2	-12	645
33. CC(C)Cn1c(-c2ccc(C#N)cc2)nc2c1c(=O)[nH]c(=O)n2CC(C)C
  -4%	2.6%	1.1	0.3%	-2%	i	1.1	6%	0	-5	12	773
34. COc1ccccc1N1CCN(C(=O)C(=O)N/N=C/c2ccccc2F)CC1
  12%	-3.3%	1	0.1%[50 µM]	8%	i	2.0	-1%	-9	-24	-14	695
35. OC1(c2cccc(F)c2)CCN(Cc2ccncc2)CC1
  19%	-1.2%	1.1	2.2%	10%	i	1.1	6%	7	7	.	.
36. COc1ccc(NC(=O)c2cc(F)cc(F)c2)cc1Cl
  1%	-2.7%	1.1	0.4%	5%	i	1.1	5%	.	.	-9	723
37. Cc1cccc(OC2CCN(Cc3nc(CC4CC4)no3)CC2)c1
  -5%	0.0%	1	0.4%	1%	i	0.3	-7%	6	1	-1	715
38. C=CCN(CC=C)S(=O)(=O)c1ccc(C(=O)Nc2nc3c(s2)CCc2ccccc2-3)cc1
  14%	-1.2%	1	1.3%[50 µM]	-4%	i	1.6	0%	0	-4	0	625
39. Cc1sc2ncn(-n3c(C)ccc3C)c(=O)c2c1C
  -1%	1.5%	1.1	1.2%	-6%	i	1.1	12%	1	9	.	.
40. COC(=O)CN(c1ccc2c(c1)OCO2)S(C)(=O)=O
  0%	0.0%	1	-0.8%	-15%	i	1.2	1%	7	3	.	.
41. CCCCNC(=O)c1cn(-c2ccc(OCC)cc2)c(=O)c2cc(OC)c(OC)cc12
  8%	0.0%	1.2	-0.8%	14%	i	1.3	10%	5	13	-2	793
42. O=C1NC(=O)C2(CCc3ccccc32)N1 (stereo unspecified)
  -1%	-1.0%	1.1	0.7%	2%	i	1.0	-2%	6	-6	.	.
43. Cc1ccc(S(=O)(=O)/C(C#N)=C/c2c[nH]c3ccccc23)cc1
  6%	-1.9%	1	i	21%	i	7.2	4%	34	21	-3	784
44. CCc1nnc(SCCSc2nnc(CC)n2N)n1N
  5%	-1.1%	1	-1.2%	4%	i	1.0	4%	-24	3	.	.
